High-throughput results: PubChem BioAssay, National Center for Advancing Translational Sciences (NCATS)
Tau FP inhib: blocks human tau fibril formation measured by polarization | Potency, µM (titrated, usually from 57.7 µM), inactives show at the highest dose activity, negative = inhibition, hits mostly inhibitors | K18 P301L tau heparin fibrillization, Alexa594 FP, 6 h | 0.39% of 280,000 active | AID 1468; also: potency is read from the fitted curve at half-maximal effect; % is scaled to controls: 0 for no effect and ±100 for the full control effect; nearly all actives have a fitted effect of over 55% in size
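Human K18 P301L fragment (15 uM unlabeled plus 0.24 uM Alexa 594-labeled) in 100 mM sodium acetate pH 7 with compound, aggregation induced by 20 uM heparin for 6 hr at 37 C. ThT (30 uM) added for 1 hr, then Alexa 594 FP read.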
TR SRC2 fluor cs: Texas Red fluorescence interference in TRb-SRC2 counter-screen; TRb/SRC2 Texas Red total fluorescence interference; 0.29% of 280,000 active; Potency, µM (highest dose often 106 µM), inactives show top-dose fluorescence change, negative = quenching; active = well fitted curve in either direction with a large enough effect; inconclusive = small, poorly fitted or top-dose-only effect; also: potency is read from the fitted curve at half-maximal effect; % is scaled to controls: 0 for no effect and ±100 for the full control effect
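Human TRb ligand-binding domain at 0.6 uM with 20 nM Texas Red SRC2 peptide in Tris buffer containing 1 uM T3 and 5% DMSO, incubated with compound 5 h at ambient temperature. Total fluorescence (555/632 nm) calculated as parallel + 2 × perpendicular.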
aGal spleen mod: inhibits or activates alpha-galactosidase in human spleen homogenate; P06280; 0.008% of 240,000 active; human spleen homogenate, 4MU-alpha-Gal fluorescence, 40 min; Potency, µM (series often up to 80 µM), without a hit: at the highest dose activity change, negative = inhibition, most hits filed as inhibitors;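 also: potency is read from the fitted curve at half-maximal effect; 0% = enzyme with vehicle and -100% = no enzyme basal signal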
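Fluorogenic readout (Ex 365/Em 440 nm) of 4-methylumbelliferone released from 1 mM 4-MU-alpha-galactoside by spleen homogenate, 40 min at 37C, pH 5.0. Data normalized to no-enzyme and enzyme controls; Hill-equation AC50 from compound titrations.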
Epigenetic derep: derepresses silenced GFP reporter in murine cells | murine LDR cells, GFP reporter derepression, 30 h | Potency, µM (titrated, usually from 53.9 µM), inactives show at the top dose GFP activation, usual class: activators | 0.2% of 280,000 active; also: potency is read from the fitted curve at half-maximal effect; % of control where 0% means no effect; nearly all actives have a fitted effect of over 60% in size
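Murine LDR cells carrying a silenced, genomically integrated CMV-driven GFP reporter were exposed to compound for 30 hours at 37 C. After PBS washes, GFP-positive cells (20–120 um objects) were counted by laser-scanning microplate cytometry.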
Tau fluor cs: counter-screen for tau fibril formation inhibitors; tau K18 P301L Alexa594 fluorescence, heparin fibrillization; Potency, µM (doses to about 57.7 µM), for the others: top-dose activity change, negative = decrease; 0.93% of 280,000 active; also: potency is read from the fitted curve at half-maximal effect; % is scaled to controls: 0 for no effect and ±100 for the full control effect; nearly all actives have a fitted effect of over 55% in size
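Human tau K18 P301L (15 uM unlabeled, 0.24 uM Alexa 594-labeled) in 100 mM sodium acetate pH 7 with 20 uM heparin, 6 hr at 37 C. ThT 30 uM added, 1 hr ambient; Alexa 594 FP and total fluorescence read at 555/632 nm.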
CBFb-RUNX1 inh: CBF-beta/RUNX1 interaction disruption; Q01196+Q13951; AlphaScreen CBFb-His/RUNX1-biotin binding, biochemical; Potency, µM (highest dose often 59.8 µM), without a hit: at the highest dose activity, negative = inhibition, most hits filed as inhibitors; 230,000 tested, under 10 active; AID 1477; also: % of control where 0% means no effect
Target sequence (Q01196 whole entry, looked up): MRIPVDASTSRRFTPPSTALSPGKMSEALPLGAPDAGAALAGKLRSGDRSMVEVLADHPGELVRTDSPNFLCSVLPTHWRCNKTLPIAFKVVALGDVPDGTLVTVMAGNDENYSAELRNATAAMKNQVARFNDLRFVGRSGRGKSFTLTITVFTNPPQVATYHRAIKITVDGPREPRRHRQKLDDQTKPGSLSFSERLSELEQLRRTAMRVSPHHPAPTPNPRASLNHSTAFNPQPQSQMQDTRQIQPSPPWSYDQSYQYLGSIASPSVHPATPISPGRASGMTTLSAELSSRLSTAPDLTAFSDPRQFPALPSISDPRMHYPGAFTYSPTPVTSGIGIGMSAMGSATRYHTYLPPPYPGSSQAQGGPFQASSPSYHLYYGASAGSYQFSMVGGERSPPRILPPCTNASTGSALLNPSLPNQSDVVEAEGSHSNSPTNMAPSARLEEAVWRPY
Target sequence (Q13951 whole entry, looked up): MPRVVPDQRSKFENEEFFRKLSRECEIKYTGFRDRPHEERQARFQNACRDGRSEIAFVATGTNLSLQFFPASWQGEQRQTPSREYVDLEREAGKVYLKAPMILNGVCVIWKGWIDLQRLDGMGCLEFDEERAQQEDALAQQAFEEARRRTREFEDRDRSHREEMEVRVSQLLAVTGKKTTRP
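CBF-beta (His) and RUNX1 (biotin), 30 nM each; 20 min preassociation; + compound, 15 min; + beads 50 ng each (Ni, streptavidin), 90 min; RT; AlphaScreen read.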
NPSR antagonist: neuropeptide S receptor (human) antagonism, cAMP; Q6W5P4; CHO-NPSR cells, cAMP TR-FRET, antagonist mode; Potency, µM (doses to about 38.3 µM), without a hit: at the highest dose activity change, negative = inhibition, most hits filed as inhibitors; 1% of 220,000 active; AID 1461; also: potency is read from the fitted curve at half-maximal effect; % is scaled to controls: 0 for no effect and ±100 for the full control effect; nearly all actives have a fitted effect of over 50% in size; many of its hits are not listed in these tables
Target sequence (Q6W5P4 whole entry, looked up): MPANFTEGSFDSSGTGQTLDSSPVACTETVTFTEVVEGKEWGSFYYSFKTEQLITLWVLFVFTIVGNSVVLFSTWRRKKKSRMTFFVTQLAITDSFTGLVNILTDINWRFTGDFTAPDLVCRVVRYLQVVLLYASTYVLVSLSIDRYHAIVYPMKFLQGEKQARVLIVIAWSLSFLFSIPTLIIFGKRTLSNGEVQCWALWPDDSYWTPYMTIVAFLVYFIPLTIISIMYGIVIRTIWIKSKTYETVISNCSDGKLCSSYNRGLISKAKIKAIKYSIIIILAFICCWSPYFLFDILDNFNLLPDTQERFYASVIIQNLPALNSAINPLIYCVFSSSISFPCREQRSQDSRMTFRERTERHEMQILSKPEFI
TRb SRC2 PPI: inhibitors of human thyroid hormone receptor beta-SRC2 interaction | AID 1469 | TRbeta-SRC2 peptide binding, fluorescence polarization; receptor liganded with 1 µM T3 | 0.065% of 280,000 active | Potency, µM (titrated, usually from 106 µM), for the others: at the top dose activity change, negative = inhibition, actives largely listed as inhibitors;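 also: potency is read from the fitted curve at half-maximal effect; plate controls were bound peptide for no effect and peptide without receptor for full effect; nearly all actives have a fitted effect of over 50% in size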
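Read-out is fluorescence polarization (555 nm excitation, 632 nm emission) of a Texas Red SRC2 coactivator peptide; loss of signal reflects blocked binding to human TRb ligand-binding domain in the presence of 1 uM T3.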
Active calls of the source: *; ? = inconclusive; / = no result given; [ ] = another dose, or the depositor's remark. Unless noted, calls follow the shape of the dose curve; as a rule, active = well fitted curve in the direction sought with a large enough effect; inconclusive = small, poorly fitted or top-dose-only effect, or another doubt; inactive = no such curve, though single readings can be large; an effect the other way counts as inactive or inconclusive. Some of the compounds tested; count on the stated rates, not on these rows.

Values run as follows: Tau FP inhib | TR SRC2 fluor cs | aGal spleen mod | Epigenetic derep | Tau fluor cs | CBFb-RUNX1 inh | NPSR antagonist | TRb SRC2 PPI
COc1ccc2[nH]c(=O)c(NC(N)=S)nc2c1
    5% | -8% | -5% | -1.1% | -8% | -8% | -13%[46.1 µM] | 7%
COc1ccc(C(=O)NC(=S)Nc2nnn(C)n2)cc1
    1% | -5% | 9% | -1.6% | -8% | 3% | 19% | -7%
COc1ccccc1C(=O)NCC(=O)Nc1ccccc1
    6% | -6% | 6% | -1.1% | 2% | 0% | -10%[46.1 µM] | 5%
N#C/C(=C\c1cn(CCOc2ccccc2)c2ccccc12)C(=O)NCC1CCCO1 (stereo not given)
    9% | 1% | 7% | -0.9% | ? | -4% | -19%[46.1 µM] | -19%
Cc1ccc(C(=O)COC(=O)CNC(=O)c2cccs2)cc1C
    -2% | -7% | 1% | 1.1% | -9% | 3% | -13% | 3%
Cc1cc(C)n(CCN(C)Cc2nc(Cc3ccccc3F)no2)n1
    -4% | -2% | -6% | -0.1% | -4% | 3% | -8% | 2%
CCCCOc1cccc(C(=O)Nc2cc3nn(-c4ccc(F)cc4)nc3cc2C)c1
    -11% | -15% | / | -1.1% | -6% | / | / | 0%
Cc1ccc(NCc2nnc(SCC(=O)Nc3ncc(C)s3)n2Cc2ccco2)c(C)c1
    4% | -1% | 6% | 1.5% | -10% | -2% | -12%[46.1 µM] | 0%
COC(=O)c1cccc(N2C(=O)c3cccnc3C2=O)c1
    -2% | 1% | 1% | -7.5% | -3% | 13% | 0%[46.1 µM] | -18%
Cc1cccc2cc(CN(CCN3CCOCC3)C(=O)NCc3ccccc3)c(=O)[nH]c12
    -6% | -1% | 0% | 1.9% | -8% | 4% | -15%[46.1 µM] | -5%
CCN(CC)S(=O)(=O)c1cccc(-n2c(O)c(C=Nc3ccccc3C(=O)O)c3ccccc3c2=O)c1
    -4% | 0% | 3% | -0.6% | -15% | -4% | 47% | 1%
COc1ccc(C(C(=O)NC2CCCCC2)N(C(=O)CCl)c2cccc(Cl)c2)cc1 (stereo not given)
    16% | 1% | -23% | -0.9% | 6% | -20% | -42% | -4%
COc1ccc(C(=O)c2c[nH]c(C(=O)NCc3cccs3)c2)cc1
    -7% | -1% | -14% | -1.4% | -2% | 1% | -9%[46.1 µM] | 0%
CCOC(=O)C(C)On1c(-c2ccccc2)nc2ccc([N+](=O)[O-])cc21 (stereo not given)
    -5% | -7% | 0% | 1.0% | -30% | -2% | -22%[46.1 µM] | 7%
C=CCn1c(=O)/c(=C/c2cc(OC)c(OC)c(OC)c2)s/c1=C(/C#N)c1nc2ccccc2n1C
    8% | 2% | 3% | ? | -7% | -6% | -13%[46.1 µM] | -22%
Cn1cnnc1SCC(=O)Nc1ccc(OCc2ccccc2)cc1
    0% | 0% | -7% | -3.6% | -10% | ? | 17% | 0%
CCOc1ccc(S(=O)(=O)Nc2ccc(C(=O)N/N=C/c3c(C)nn(-c4ccccc4)c3N3CCCC3)cc2)cc1
    ? | -3% | 1% | 0.0% | ? | 5% | -17% | 4%
CC(C)Cn1c(CCCNC(=O)c2ccc(F)cc2)nc2ccccc21
    5% | -1% | -7% | -0.8% | 4% | 3% | -16%[46.1 µM] | -20%
COC(=O)c1c(C)sc(-c2c(-c3ccc(F)cc3)[nH]c3[nH]c(=O)[nH]c(=O)c23)c1O
    6% | ? | / | 4.9% | 10µM*[quencher] | / | / | -2%
Cc1nnc(NC(=O)c2csc3c2CCC(C)C3)s1 (stereo not given)
    9% | 7% | -1% | -1.1% | 13% | 8% | 4% | 5%
CCC(=O)Nc1ccc(C(=O)CSc2nnc(CNc3ccc(Cl)cc3)o2)cc1OC
    3% | 0% | -3% | -4.0% | -10% | 6% | -9%[46.1 µM] | 2%
C#CCOCCOCCOCCNc1nc(N2CCN(C(=O)[C@H](CCCCN)n3cc(C(N)CC(C)C)nn3)CC2)nc(N2CCN(C(=O)[C@H](CCC(=O)O)n3cc(C(N)[C@H](C)CC)nn3)CC2)n1 (stereo not given in full)
    -8% | -1% | 9% | -1.5% | -16% | 8% | -30% | 4%
CCN(CCNC(=O)c1cc(C)nn1-c1ccccc1)c1ccccc1
    2% | 3% | -9% | 0.0% | -8% | -1% | -18%[46.1 µM] | -17%
c1csc(-c2nc(-c3ccncc3)no2)c1
    -4% | -3% | -3% | 0.0% | 2% | 3% | ? | 6%
CCCCOC(=O)C1=C(C)Nc2ncnn2C1c1ccc(OC)c(OC)c1OC (stereo not given)
    -3% | 0% | -2% | -0.1% | -4% | -1% | -7% | 5%
Cc1cc(C)n(-c2nc(NC(C)C)nc(NC(C)C)n2)n1
    1% | -1% | 0% | -1.4% | -3% | -18% | ? | -3%
O=c1cc(NCCCO)c2ccccc2o1
    -7% | -1% | -2% | -1.4% | -7% | 1% | -5%[46.1 µM] | -15%
O=C(NCc1ccccc1)c1ccco1
    6% | 1% | 6% | -0.1% | 4% | 2% | 10% | 12%
CC(C)CC(=O)N1CCN(S(=O)(=O)c2ccc(Cl)cc2)CC1
    -5% | -3% | 1% | 1.1% | -9% | 7% | -10% | 7%
C[C@H](NC(=O)NCc1cccs1)C(=O)O
    -4% | 0% | 14% | 1.6% | 2% | 1% | 3%[46.1 µM] | -9%
O=c1[nH]c(CSc2ncc(C(F)(F)F)cc2Cl)nc2ccccc12
    -3% | 1% | 7% | -3.0% | 3% | 1% | -15% | -2%
CCOc1ccc2nc(N3CCCC(C(=O)NCCCN4CCOCC4)C3)sc2c1 (stereo not given)
    6% | -3% | 2% | -0.8% | -5% | 4% | 5%[46.1 µM] | 10%
CCc1ccc(-c2[nH]nc3nc(-c4ccc(OC)cc4)cc(C(=O)NCCCOC)c23)cc1
    -14% | -3% | / | -1.1% | -10% | / | / | -4%
CC1=C(C)CC(c2ccccc2)C(C(=O)c2ccccc2O)C1 (stereo not given)
    1%[11.6 µM] | -2%[11.2 µM] | -2%[17.5 µM] | 0.8%[10.1 µM] | -6%[11.6 µM] | 20%[13.1 µM] | / | 4%[11.2 µM]
CC1CCCN(S(=O)(=O)Cc2ccc(Cl)cc2)C1 (stereo not given)
    -5% | 3% | 4% | -3.8% | -8% | 3% | -12%[46.1 µM] | -12%
Cn1c(=O)c2c(n3c4ccccc4nc13)NC(=O)CC2c1cccc(Cl)c1 (stereo not given)
    -1% | 1% | / | -4.2% | 3% | / | / | 4%
CCn1c(=O)cc(OCC(=O)NC(C)c2ccc3c(c2)OCCO3)c2ccccc21 (stereo not given)
    ? | -3% | 6% | 0.0% | -6% | 0% | -15%[46.1 µM] | -1%
S=C1NCN(CCc2ccccc2)CN1
    6% | 1% | -8% | 3.1% | -6% | 3% | 1% | 3%
O=C(CN1CCCN(Cc2ccc(F)cc2Cl)C1=O)NC1CCCCCC1
    3% | -6% | 5% | 0.0% | -8% | -1% | -11%[46.1 µM] | 1%
O=C(CSCc1ccccc1)Nc1ccc2c(c1)OCO2
    1% | -4% | 6% | 0.1% | -19% | 0% | -2%[46.1 µM] | 0%
O=C(NC1CCCC1)C(NS(=O)(=O)c1ccc(Br)s1)c1ccccc1 (stereo not given)
    -17% | 0% | -9% | ? | -10% | 11% | 1% | 0%
COc1cc2c(cc1OC)C(=O)NCC(C)(C)O2
    2% | 0% | 0% | -2.2% | 7% | 7% | 12% | 5%
COc1cc(NC(=O)c2ccc(F)cc2)c(OC)cc1Cl
    -12% | -1% | 5% | -0.1% | -21% | -2% | -17% | 12%
C=C(C)Cn1c(CCn2c3ccccc3c3ccccc32)n[nH]c1=S
    0% | -3% | -4% | 0.0% | -16% | -10% | -50% | 8%
COc1ccccc1NC(=O)c1ccccc1C(=O)O
    5% | -3% | -2% | 0.2% | 4% | -8% | -10% | -1%
c1csc(-c2nnc(N3CCOCC3)c3ccccc23)c1
    3% | -2% | -4% | -1.5% | 5% | 1% | -7% | 11%
COC(=O)C1=C(C)N(c2ccc(OC)cc2)C(C)=C(C(=O)OC)C1c1ccc(OC)cc1
    10% | -5% | -5% | -1.1% | -25% | 17% | -52% | -2%
COc1ccc(-c2csc(Nc3ccc(S(=O)(=O)Nc4cc(C)on4)cc3)n2)cc1C
    13% | -2% | -2% | -3.4% | ? | 4% | -51% | 1%
CC(C)(C)c1nc2cc(Cl)c([N+](=O)[O-])cc2o1
    5% | 0% | -10% | -5.4% | -10% | -5% | 4% | -4%
CC(C)N1C(=O)CSC1c1ccc(Br)cc1 (stereo not given)
    -1% | -2% | 6% | 0.5% | 3% | 1% | 4% | -4%
CNS(=O)(=O)c1cccc(C(=O)OCC(=O)Nc2cc(F)ccc2F)c1
    12% | 4% | 5% | -0.5% | 3% | 11% | 9% | 4%
COc1ccc(C2NC(=S)NC3=C2CCCC3=C2SCCS2)cc1 (stereo not given)
    10% | -2% | 5% | ? | -15% | -25% | -53% | 1%
COc1cccc(-c2nnc(SC(C(=O)c3c[nH]c4ccccc34)c3ccccc3)n2C)c1 (stereo not given)
    ? | 1% | -4% | 0.0% | -30% | -5% | -40% | 1%
Cc1cc(OC(=O)c2ccccc2)n(CCC#N)n1
    3% | -3% | 5% | 1.9% | -8% | 4% | 4%[46.1 µM] | -30%
